# From PubChem
# ARFGAP1 inh: inhibitors of rat ARFGAP1 | Q62848 | Arfgap1-stimulated ARF1 GTP hydrolysis, GDP FP detection | inhibition, % at 16.5 µM | hit rate 0.26% among 360,000 | AID 651572;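 active means inhibition above a per-plate limit, mean inhibition of low control wells plus 3 SD, cut at about 25% in these data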;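 further: 0% = DMSO wells with enzyme and 100% = wells lacking Arfgap1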
# Target sequence (Q62848 1-136 limits assumed): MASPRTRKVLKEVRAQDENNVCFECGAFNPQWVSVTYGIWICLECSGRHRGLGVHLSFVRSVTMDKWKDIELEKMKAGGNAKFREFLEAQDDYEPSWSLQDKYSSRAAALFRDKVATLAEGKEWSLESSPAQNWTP
#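 Material – truncated rat Arfgap1 GAP domain · Buffer or medium – HEPES-based buffer, pH 7.5 · Reagent – human ARF1(Δ1-17)-GTP substrate · Dosing – 16.5 µM single point, 1.26% DMSO · Schedule – GTP hydrolysis reaction 2 h at 25 °C · Technique – GDP detection by fluorescence polarization · Benchmarks – No-Arfgap1 wells (100%) versus DMSO full-reaction wells (0%) · Repeats – single replicate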
# ASAP1 inh: inhibitors of human ASAP1 ArfGAP activity | Q9ULH1 | ASAP1-stimulated ARF1 GTP hydrolysis, GDP FP detection | inhibition, % at 16.5 µM | hit rate 0.19% among 360,000 | AID 624377; in the data active means inhibition above about 25%;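 further: 0% = vehicle with enzyme and substrate and 100% = no enzyme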
# Target sequence (Q9ULH1 325-724 limits assumed): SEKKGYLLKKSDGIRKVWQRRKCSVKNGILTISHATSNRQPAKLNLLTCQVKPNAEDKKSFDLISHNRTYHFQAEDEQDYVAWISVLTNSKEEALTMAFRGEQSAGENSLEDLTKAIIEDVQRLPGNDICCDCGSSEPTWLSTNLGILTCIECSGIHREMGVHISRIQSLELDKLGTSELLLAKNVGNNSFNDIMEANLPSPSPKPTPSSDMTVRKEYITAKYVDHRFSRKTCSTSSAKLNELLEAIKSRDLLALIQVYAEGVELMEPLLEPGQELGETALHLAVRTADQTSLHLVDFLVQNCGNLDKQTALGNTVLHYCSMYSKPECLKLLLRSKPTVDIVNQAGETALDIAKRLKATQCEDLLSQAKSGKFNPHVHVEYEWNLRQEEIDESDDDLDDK
# proKLK7 act: activators of human kallikrein-7 zymogen. hit rate 0.9% among 370,000. activation, % at 7 µM. purified proKLK7, EDANS-DABCYL substrate fluorescence; 100% is mature enzyme control, 0% vehicle;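 active means activation above the mean of all tested compounds plus 3 SD, computed per campaign excluding outliers beyond control limits, cut at about 13% in these data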
# TDP2 inh: TDP2 (human) inhibition, absorbance primary screen; inhibition, % at 12.8 µM; AID 720702; O95551; recombinant TDP2, T5PNP hydrolysis, p-nitrophenol absorbance 415 nm; hit rate 0.34% among 370,000;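 active means inhibition above the mean of all tested compounds plus 3 SD, set per campaign, cut at about 25% in these data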;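 further: 0% = DMSO with enzyme and 100% = buffer with substrate but no TDP2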
#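 test system = human TDP2 enzyme | input = TDP2 enzyme at 120 nM final | medium = 50 mM Tris-HCl pH 7.5 with Mg2+, KCl, DTT, BSA | also added = T5PNP substrate, 5 mM | times = 2 h at 37 °C | technique = epi absorbance | benchmarks = high control without enzyme, low control DMSO plus TDP2 | replication = each compound tested once, singlicate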
# LEDGF integ inh: blocks HIV-1 LEDGF/p75-dependent DNA integration; TR-FRET IN-LEDGF/p75 DNA integration, Eu/Cy5; inhibition, % at 3.7 µM; hit rate 0.64% among 370,000; AID 743269;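 active means inhibition above the screen-wide mean plus 3 SD, cut at about 13% in these data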;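 further: signal is the Cy5 over europium emission ratio at 671 and 618 nm; 0% = plate median of compound wells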
# DDE Tn6 FP inh: disrupts Tn6 cyclic peptide binding to fibrin D-Dimer-E complex. P02675. Fibrin DD(E) TRITC-Tn6 fluorescence polarization displacement. AID 720509. hit rate 0.21% among 370,000. inhibition, % at 8.3 µM;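 active means inhibition above a per-campaign cutoff: mean of compounds within control limits plus 3 SD, cut at about 15% in these data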;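 further: 0% = median of all compound wells on the plate and 100% = blocking peptide control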
# PLC-gamma1 inh: blocks human PLC-gamma1 enzyme activity; P19174; AID 720700; hit rate 0.84% among 370,000; inhibition, % at 12.2 µM; purified PLC-gamma1, fluorogenic substrate, fluorescence; in the data active means inhibition above about 9.5%
# ADAM10 inh: ADAM10 inhibition, QFRET primary screen | O14672 | recombinant ADAM10, EDANS/DABCYL FRET peptide cleavage, 3 h | inhibition, % at 7 µM | hit rate 0.62% among 370,000;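 active means inhibition above a per-campaign cutoff equal to the mean of compounds falling between control-based bounds plus 3 SD, cut at about 20% in these data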;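 further: 0% = DMSO wells while the 100% control is not disclosed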
# Target sequence (O14672 214-748 limits assumed): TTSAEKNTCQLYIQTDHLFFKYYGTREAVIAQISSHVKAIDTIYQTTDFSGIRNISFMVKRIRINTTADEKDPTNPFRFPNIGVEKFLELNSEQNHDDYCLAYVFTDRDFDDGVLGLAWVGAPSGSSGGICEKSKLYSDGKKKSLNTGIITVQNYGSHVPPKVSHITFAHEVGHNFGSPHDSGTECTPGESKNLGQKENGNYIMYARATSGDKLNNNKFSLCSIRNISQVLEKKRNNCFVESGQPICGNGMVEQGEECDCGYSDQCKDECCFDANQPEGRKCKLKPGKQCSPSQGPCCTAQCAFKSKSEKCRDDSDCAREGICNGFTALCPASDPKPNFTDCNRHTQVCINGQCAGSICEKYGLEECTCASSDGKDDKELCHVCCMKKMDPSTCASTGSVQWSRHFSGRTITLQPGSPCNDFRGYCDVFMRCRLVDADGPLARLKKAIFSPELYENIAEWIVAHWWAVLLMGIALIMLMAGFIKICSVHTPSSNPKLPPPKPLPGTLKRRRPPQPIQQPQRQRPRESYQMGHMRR
# ADAM17 inh: ADAM17 inhibition, QFRET primary screen | P78536 | recombinant ADAM17, EDANS/DABCYL FRET peptide cleavage | inhibition, % at 6.95 µM | hit rate 0.83% among 370,000;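 active means inhibition above the mean of compounds lying between control limits plus 3 SD, set per campaign, cut at about 8.5% in these data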;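 further: 0% = DMSO-only wells as the low control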
# Tn7 DDE FP: DD(E)-Tn7 binding inhibition, primary FP screen; FP displacement of FITC-Tn7 peptide from fibrin DD(E); 0% = median of compound wells per plate; inhibition, % at 8.3 µM; hit rate 0.13% among 370,000;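 active means inhibition above the mean of compounds falling within the control limits plus 3 SD of them, cut at about 14% in these data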;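 further: 0% = plate median of compound wells and 100% = 10 µM Aha-Tn7 peptide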
#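 Assay system: human fibrin DD(E) protein / Input: 2 µM fibrin DD(E) / Benchmarks: high control of 10 µM Aha-Tn7 peptide / Measured by: fluorescence polarization of the labelled Tn7 tracer / Medium: Tris buffer with calcium and detergent, pH 7.8 / Timing: 10 min compound pre-incubation, 3 h probe incubation at room temperature / Repeats: one replicate per compound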
# * hit, by the source's call; i = inactive; · = no result given.
SMILES,ARFGAP1 inh,ASAP1 inh,proKLK7 act,TDP2 inh,LEDGF integ inh,DDE Tn6 FP inh,PLC-gamma1 inh,ADAM10 inh,ADAM17 inh,Tn7 DDE FP
C=CCc1cc(C)ccc1OCCn1ccnc1,-2,-4,-0.1,0,2,7,-3,-14,-2,1
O=C(Cc1coc2ccc3ccccc3c12)N1CCN(c2ncccn2)CC1,0,1,-0.3,-4,2,-1,-14,-17,-5,-5
CSCCC(C(=O)NC1=NCCS1)N1C(=O)c2ccccc2C1=O (configuration not stated),13,3,1.0,-14,-3,3,-1,-11,-4,-3
O=C(Cc1csc(-c2ccccc2)n1)NCc1cccs1,-4,-1,-0.4,-1,2,4,-4,2,-3,-2
Cc1cc(C)nc(SCCC(=O)N2CCOCC2)n1,1,-1,-0.3,1,0,4,2,1,-1,-4
COc1ccc(OC)c(S(=O)(=O)N2CCC(NC(=O)c3ccccc3)CC2)c1,1,4,-0.3,6,0,5,-1,-12,4,-5
Cc1ccc(S(=O)(=O)/N=C(\CN2CCCCC2)N2CCOCC2)cc1,12,8,0.5,-1,-2,7,-1,9,-2,2
CCn1c(SCC(=O)Nc2c(C)n(C)n(-c3ccccc3)c2=O)nnc1-c1cccc(C)c1,3,-5,0.3,2,0,-5,-2,-5,-6,-1
CS(=O)(=O)N1CCN(c2ccccc2NC(=O)c2ccc3ccccc3c2)CC1,-7,17,-0.5,3,-1,1,-3,6,1,-1
S=c1[nH]nc(-c2ccco2)n1-c1ccccc1Cl,5,4,0.1,4,0,6,-1,2,-5,1
Cc1ccc2c(C)nc(Nc3nc(CSc4nc5ccccc5[nH]4)cc(=O)[nH]3)nc2c1,-1,14,0.0,1,3,-2,2,8,3,-2
COC(=O)[C@]12C[C@H](CC(=O)N3CCC(c4ccccc4)CC3)C(=O)N(Cc3ccc4c(c3)OCO4)C1=C[C@H](C(C)(C)C)O[C@@H]2C,-2,3,1.3,-12,4,-5,1,5,2,-8
COc1c2c(nc3occc13)C(CC=C(C)C)(OC)C(=O)C=C2 (configuration not stated),9,13,0.4,0,0,0,-2,7,-2,-3
O=c1[nH]c2cc3c(cc2cc1CN(CCN1CCOCC1)C(=S)NCC1CCCO1)OCO3 (configuration not stated),11,11,0.4,2,-4,3,-12,-239,-76,0
CCCCCCCCCCCCN1[C@@H](CC(=O)OC)c2cc(F)ccc2S1(=O)=O,7,14,-0.2,1,-1,-5,-1,-2,-3,-2
O=C(CSc1nnc2scc(-c3ccccc3)n12)NCC1CCCO1 (configuration not stated),-2,-2,0.5,2,-1,8,0,-10,-5,3
c1ccc(Nc2ccc(NCCc3c[nH]c4ccccc34)cc2)cc1,8,9,0.2,3,1,-3,-65,-25,-9,1
CCC(CC)C(=O)N1CCN(c2cccc(C)c2C)CC1,1,2,-0.7,5,-1,3,-2,-2,3,-4
COc1ccc(NC(=O)Nc2ccc(OC)c(OC)c2)c([N+](=O)[O-])c1,-5,-2,0.2,-3,4,-5,4,-9,-2,-2
CCCNC(=O)c1ccc(N2CCC3(CC2)CC(c2ccccc2)=NO3)c(N)c1,-6,-3,4.0,2,-2,4,-67,-133,-30,-2
O=C(CCNS(=O)(=O)c1ccc(Cl)cc1)N1CCOCC1,-4,-2,0.3,-9,6,-3,-1,-1,-1,-5
CC(C)NC(=O)NC(=O)COc1ccc(Br)cc1Br,13,-2,0.1,4,1,-4,2,7,-2,-2
CC(C)=CCC/C(C)=C/COc1ccc2ccc(=O)oc2c1,-16,3,-3.1,-3,0,12,-20,-125,-42,2
CC12CCC(=O)N1C(C(=O)Nc1ccc(S(=O)(=O)N3CCCCC3)cc1)CS2 (configuration not stated),2,9,0.1,-14,-3,-5,2,-18,-1,-4
CC(=O)c1ccc(NC(=S)N2CCCC2)cc1,7,6,0.1,4,-1,8,1,7,-4,1

# Overlap with the part before: three compounds; new compounds follow.
SMILES,ARFGAP1 inh,ASAP1 inh,proKLK7 act,TDP2 inh,LEDGF integ inh,DDE Tn6 FP inh,PLC-gamma1 inh,ADAM10 inh,ADAM17 inh,Tn7 DDE FP
CC(C)=CCC/C(C)=C/COc1ccc2ccc(=O)oc2c1,-16,3,-3.1,-3,0,12,-20,-125,-42,2
CC12CCC(=O)N1C(C(=O)Nc1ccc(S(=O)(=O)N3CCCCC3)cc1)CS2 (configuration not stated),2,9,0.1,-14,-3,-5,2,-18,-1,-4
CC(=O)c1ccc(NC(=S)N2CCCC2)cc1,7,6,0.1,4,-1,8,1,7,-4,1
N#CCC(=O)Nc1ccc(C(=O)OCC(=O)c2ccc3c(c2)OCCO3)cc1,13,0,-0.3,10,-1,2,-23,7,-1,3
CC(c1ccco1)N(C(=O)c1ccccc1F)c1ccccn1 (configuration not stated),-3,-9,0.2,-2,-1,1,-15,-123,-38,4
COC(CNC(=O)[C@H](Cc1c[nH]c2ccccc12)NC1(C(=O)NC(c2ccccc2)c2ccccc2)CCCCC1)OC,·,·,·,-4,1,1,-1,7,3,-3
COc1cc(OC)c(C(=O)Nc2ccccc2-c2ccccc2)cc1OC,-5,4,0.2,-5,1,1,-6,3,0,6
O=C(CN1CCN(S(=O)(=O)c2ccc(Br)cc2)CC1)Nc1ccc(F)cc1,5,7,-0.3,10,-4,1,0,-4,0,-4
CCN(CC)S(=O)(=O)c1ccc(N2CCCC2)c(C(=O)OCC(=O)/C(C#N)=C(\C)N)c1,12,-3,1.2,-2,2,11,-1,16,-2,2
CCOC(=O)C1(CCCc2ccccc2)CCN(C(=O)CCCn2cncn2)CC1,-3,8,-0.7,1,-3,-6,0,5,0,5
Cc1ccc(C(=O)OCC(=O)Nc2cccc(Br)c2)s1,9,-15,-0.1,7,6,-3,2,4,0,3
Cc1ccc(S(=O)(=O)N2CCN(CC(=O)NC(=O)NCc3ccco3)CC2)cc1C,2,0,0.2,12,-4,0,1,-4,-4,4
CC(C)(C)CC(=O)Nc1nnc(SCC(=O)NC2CCCC2)s1,10,9,-0.7,0,1,-7,0,5,1,3
CC1SC(=NC(=O)c2ccco2)NC1=O (configuration not stated),-1,-7,0.1,8,0,1,1,-3,0,7
CCCNC(=O)Cn1cnc2sc(C(=O)N3CCN(c4ccc(F)cc4)CC3)c(C)c2c1=O,26*,6,0.2,1,-2,-1,-3,-3,-3,0
N#Cc1cc2c(nc1SCc1ccccc1)CCCC2,5,-6,0.3,-1,-1,7,2,1,1,-2
NS(=O)(=O)c1ccc(CNC(=O)COc2ccc3c4c(c(=O)oc3c2)CCCC4)cc1,5,4,-0.3,-17,5,-4,6,-14,-8,2
COc1cc2c(cc1OC)CN(C(=S)Nc1ccccc1Cl)CC2,11,19,7.1,-8,0,4,-24,-15,-6,-10
COc1ccc(CN2CCC(C(=O)Nc3ccc(Oc4cccnc4)cc3)CC2)c(C)c1C,11,-4,-0.3,-4,1,-4,2,0,1,-2
CC1(CCc2ccc(O)cc2)NC(=O)NC1=O (configuration not stated),13,-2,-0.4,-1,0,2,2,-9,-5,-1
COc1ccc(CNS(=O)(=O)c2ccc3c(c2)C(C)(C)C(=O)N3C)cc1,12,4,0.7,-6,-3,9,1,-7,-5,-5
Cc1cc(Nc2cccc([N+](=O)[O-])c2)n2c(nc3ccccc32)c1C#N,3,2,-1.4,-13,-5,1,-1,-15,-6,2
CCOc1ccccc1CN1CCC(N2CCC(C(=O)NC3CC3)CC2)CC1,5,-3,-0.2,10,1,-1,0,1,-2,4
O=C(Nc1nnc(C2=COCCO2)o1)c1ccc(F)cc1,13,9,-0.2,-5,-2,-2,0,-10,-6,1
COC(=O)COc1cc(OCC(=O)OC)c2c(C)c(Cl)c(=O)oc2c1,18,0,192*,-2,1,4,-376,i,-339,-9
Cc1ccc(S(=O)(=O)Nc2cccc(C(=O)N3CCN(c4ccccc4O)CC3)c2)cc1F,10,4,-0.5,-17,3,-12,0,20*,3,5
COc1cc(Nc2nnc(C)s2)c(Cl)cc1Cl,-17,2,0.2,2,2,8,-2,-1,-4,0
COc1ccc(CCNC(=O)c2sc3ccccc3c2Cl)cc1OC,-5,0,0.2,5,0,1,1,7,2,1
# (list continues)
SMILES,ARFGAP1 inh,ASAP1 inh,proKLK7 act,TDP2 inh,LEDGF integ inh,DDE Tn6 FP inh,PLC-gamma1 inh,ADAM10 inh,ADAM17 inh,Tn7 DDE FP
CC(=O)OCCN(CCOC(C)=O)c1c(C)[nH]c(=O)[nH]c1=O,-7,-12,0.3,3,0,0,1,-3,-3,1
O=C(Nc1cccc(-c2cccc(F)c2)c1)C1CCN(C2CCOCC2)CC1,12,0,0.0,-3,0,1,1,7,0,4
Cc1ccc(N=C(N(C)C)P(=O)(N(C)C)N(C)C)c(C)c1,-1,5,-0.9,-1,-5,0,1,3,-3,4
COc1ccc(Cl)cc1N(CC(=O)Nc1ccc2c(c1)OCCO2)S(C)(=O)=O,7,-10,0.7,7,0,9,0,-5,0,3
CC(C)NC(=O)C1CC(=O)N(c2ccc(F)c(Cl)c2)C1 (configuration not stated),2,-5,0.2,5,0,2,-2,-1,-6,-3
NC(=O)CSc1oc(-c2cccs2)nc1S(=O)(=O)c1ccccc1,12,4,-0.5,7,1,-11,-6,-8,-6,-3
Cc1cccc(C)c1Nc1nnc(SCC(=O)NCc2cccs2)s1,3,-3,-0.2,-6,-3,8,1,1,4,0
Cc1ccccc1COC(=O)CCCC1=NS(=O)(=O)c2ccccc2N1,-7,-7,0.8,9,2,4,3,0,-2,6
CCOc1ccc(/C(C)=N/NC(=O)Cn2nc([N+](=O)[O-])cc2C)cc1,-4,-1,0.0,9,-1,11,1,-1,0,-2
COc1ccc2ccc(OCC(=O)NCC3CCCO3)cc2c1 (configuration not stated),-11,-2,0.3,3,1,-1,-1,-2,-4,3
COC(=O)c1ccc(COC(=O)c2ccc(S(=O)(=O)N3CCC(C)CC3)cc2)o1,7,2,-0.7,-14,0,5,-2,2,-1,5
O=C(c1cc2ccccc2o1)N1CCCC1,0,-7,-0.1,-3,-1,17*,1,-6,-2,2
COc1ccc(CNC(=S)Nc2ccccc2)cc1Cl,-3,-5,-0.6,-9,-2,8,0,0,0,9
CCN1C(=O)N[C@@H](CCc2ccccc2)C(C(=O)OC)=C1C,-14,-16,-0.3,-15,2,-2,4,11,5,3
C=CCc1cccc(CNc2nc3ccccc3n2C(C)C)c1O,5,-3,0.2,-13,1,2,7,18,7,-1
CC12CCC(C(=O)NC3CCCCC3)([C@H](Br)C1=O)C2(C)C (some centres not stated),0,1,0.0,-7,6,-3,2,5,-2,5
